PP5 inh = PP5 phosphatase inhibitors, primary screen, biochemical, fluorescence; inhibition, % at 6.7 µM; AID 1987, 2009; actives 0.18% (n = 320,000); purified PP5c, OMFP substrate fluorescence;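 active means inhibition above the campaign's mean inhibition across all tested compounds plus 3 SD, cut at about 9.5% in these data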;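 further: 0% = DMSO only and 100% = 100 µM cantharidin control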
Efflux pump inh = inhibitors of Candida efflux pumps in yeast, primary screen, S. cerevisiae, Nile Red, multiplex | AID 485275, 2010 | S. cerevisiae Candida pump triplex | inhibition, % at 10 µM | actives 0.44% (n = 330,000);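 active means plate passing quality check with inhibition over a set limit, or well fluorescence over plate mean plus 4 SD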;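 further: Nile Red retained in pooled yeast measured as flow cytometry median fluorescence; 0% = buffer negative control and 100% = Enniatin B positive control; higher means more Nile Red kept so more efflux inhibition; some compounds called inactive have numbers as strong as hits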
TPT1 inh = Candida albicans TPT1 enzyme inhibitors, primary screen, biochemical, fluorescence polarization | recombinant caTPT1, FP RNA substrate dephosphorylation | inhibition, % at 5 µM | actives 0.81% (n = 300,000) | AID 1962, 2009;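 active means inhibition above the mean of all tested compounds plus 3 SD, set per screening campaign, cut at about 24% in these data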;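 further: plate controls were DMSO alone for no effect and ferristatin control at 100 nM for full effect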
PP1 counter = PP1-alpha phosphatase inhibitors, primary screen, counter-screen for PP5 inhibitor project, biochemical, fluorescence, OMFP substrate, single point. Serine/threonine-protein phosphatase PP1-alpha catalytic subunit (Homo sapiens), P62136. actives 0.9% (n = 320,000). purified PP1alpha. inhibition, % at 6.7 µM;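 active means inhibition above the mean inhibition of all tested compounds plus 3 SD, computed separately for each screening campaign, cut at about 15% in these data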
Target sequence (P62136 whole entry, looked up): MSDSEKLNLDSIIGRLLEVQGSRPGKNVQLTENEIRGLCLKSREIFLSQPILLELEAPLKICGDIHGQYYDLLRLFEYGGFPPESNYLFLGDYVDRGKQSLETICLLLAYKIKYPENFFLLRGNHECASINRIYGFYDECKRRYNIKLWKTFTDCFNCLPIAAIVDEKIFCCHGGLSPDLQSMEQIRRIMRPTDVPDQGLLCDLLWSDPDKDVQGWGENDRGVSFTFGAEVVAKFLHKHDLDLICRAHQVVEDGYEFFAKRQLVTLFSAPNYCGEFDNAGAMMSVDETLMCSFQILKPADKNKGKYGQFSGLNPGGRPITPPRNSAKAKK
Fh CTSL1 inh = Fasciola hepatica cathepsin L1 inhibitors, primary screen, counter-screen for PFM18AAP inhibitor project, biochemical, QFRET, fluorogenic peptide substrate. AID 1906, 2009. recombinant F. hepatica cathepsin L1, Z-Leu-Arg-MCA fluorescence. inhibition, % at 5.96 µM. actives 0.49% (n = 300,000);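 active means inhibition above the mean of all tested compounds plus 3 SD, set per screening campaign, cut at about 17% in these data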;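 further: 0% = plate median of test compound wells and 100% = 1 µM Z-Phe-Ala-diazomethylketone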
HCV core dimer = inhibitors of HCV core protein dimerization, primary screen, biochemical, TR-FRET, high-throughput; TR-FRET GST/Flag-core106 dimerization, 1536-well; inhibition, % at 5 µM; actives 0.33% (n = 300,000); AID 1899, 2009;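 active means inhibition above the mean of all tested compounds plus 3 SD, set per screening campaign, cut at about 45% in these data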
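Material: Tagged HCV core106 pair (GST and Flag) | Amount: GST-core106 13.5 nM, Flag-core106 17 nM | Medium: KF-containing HEPES buffer, pH 7.45, DTT, CHAPS, BSA | Reagent: Eu donor and XL665 acceptor anti-tag antibodies | Schedule: 4 h at 22.5 °C | Technique: Time-resolved FRET, ex 340 nm, em 617 and 671 nm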
EBNA-1 inhibitor = EBNA-1 DNA-binding inhibitors, primary screen, biochemical, fluorescence polarization | actives 0.34% (n = 300,000) | inhibition, % at 14.8 µM; in the data active means inhibition above about 28%
ZTA counter = blocks Epstein-Barr virus ZTA, an EBNA-1 counter-screen | ZTA-DNA binding, fluorescence polarization | inhibition, % at 11 µM | actives 0.15% (n = 320,000) | AID 2234; in the data active means inhibition above about 33%
PREPL inhibitor = PREPL enzyme inhibitors, primary screen, biochemical, fluorescence polarization. Prolyl endopeptidase-like (Homo sapiens), Q4J6C6. recombinant PREPL, fluorescence polarization activity-based probe. inhibition, % at 5.96 µM. actives 0.68% (n = 320,000); in the data active means inhibition above about 43%;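 further: 0% = enzyme with DMSO and 100% = wells lacking enzyme; many of its hits are not listed in these tables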
Target sequence (Q4J6C6 whole entry, looked up): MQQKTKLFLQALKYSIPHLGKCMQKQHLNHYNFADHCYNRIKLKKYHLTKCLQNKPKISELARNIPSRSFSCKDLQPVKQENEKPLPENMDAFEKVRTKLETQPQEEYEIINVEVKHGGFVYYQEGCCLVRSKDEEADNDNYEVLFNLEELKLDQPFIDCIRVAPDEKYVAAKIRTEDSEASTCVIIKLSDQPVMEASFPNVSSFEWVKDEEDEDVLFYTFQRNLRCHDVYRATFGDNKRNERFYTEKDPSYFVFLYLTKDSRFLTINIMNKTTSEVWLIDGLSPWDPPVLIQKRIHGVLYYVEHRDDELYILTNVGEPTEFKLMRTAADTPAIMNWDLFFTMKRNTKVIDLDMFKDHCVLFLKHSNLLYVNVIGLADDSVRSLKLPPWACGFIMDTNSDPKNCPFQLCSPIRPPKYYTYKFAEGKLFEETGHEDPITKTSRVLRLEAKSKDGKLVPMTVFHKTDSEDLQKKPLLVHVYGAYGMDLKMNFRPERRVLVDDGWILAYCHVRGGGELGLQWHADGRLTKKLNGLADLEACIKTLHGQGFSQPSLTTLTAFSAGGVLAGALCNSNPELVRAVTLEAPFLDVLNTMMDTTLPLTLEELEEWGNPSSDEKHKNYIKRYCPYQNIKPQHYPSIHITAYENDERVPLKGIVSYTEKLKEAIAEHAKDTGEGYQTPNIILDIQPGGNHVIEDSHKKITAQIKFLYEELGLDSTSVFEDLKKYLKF
The depositor's hits bear a star; nt = not tested or not shown. The list is partial (hit frequency here may not be typical).

SMILES	PP5 inh	Efflux pump inh	TPT1 inh	PP1 counter	Fh CTSL1 inh	HCV core dimer	EBNA-1 inhibitor	ZTA counter	PREPL inhibitor
CCc1ccc(C(=O)NNC(=O)OC)cc1	-1.0	0.0	0	3	-1	0	-2	7	3
O=C(O)c1cc(-c2ccccc2)n(-c2ccc(Cl)cc2)n1	-0.3	0.0	-2	24*	4	4	8	17	6
COc1ccc(C2C3=C(CC(C)(C)CC3=O)OC(N)=C2[N+](=O)[O-])cc1 (stereo not given)	3.4	-0.1	0	-1	2	-3	3	0	-6
Cc1n[nH]c(C)c1N1C(=O)c2cccc3cc(Br)cc(c23)C1=O	2.7	0.0	-2	0	1	4	5	10	-1
CN(CCC1CCCCO1)Cc1cn(C)nc1-c1ccc2c(c1)OCCO2 (stereo not given)	0.4	-0.1	-3	-1	2	5	1	6	5
CCCCCn1c(=O)c(C(=O)c2ccccc2)nc2ccccc21	2.3	0.1	1	2	0	-1	2	-5	10
CN(C)C(=O)c1ccccc1NC(=O)Cc1cccc2ccccc12	3.9	0.0	0	-2	-6	-7	5	9	-5
COCCn1c(=N)c(S(=O)(=O)c2ccc(F)cc2)cc2c(=O)n3cccc(C)c3nc21	2.2	0.0	1	0	-4	12	-1	-6	3
NC(=O)C1=C[C@@H](c2ccc(Br)cc2)C[C@@H](OCc2ccc(CO)cc2)O1	0.8	-0.1	-2	-3	0	11	1	-5	18
CCC(C(=O)NC1CC(C)(C)NC(C)(C)C1)c1ccccc1 (stereo not given)	1.2	-0.2	-1	0	4	4	1	10	4
Cc1cc(C)nc(NC(=O)c2cccs2)n1	0.2	0.5	-3	6	-9	-3	-9	-8	-7
COc1ccc(N2C3=C(CC4=C2CC(C)(C)CC4=O)C(=O)CC(C)(C)C3)cc1	3.6	0.0	-5	-4	0	-3	-6	8	-2
CC(C)CN(C(=O)COC(=O)c1ccc2c(c1)OCCO2)c1c(N)n(Cc2ccccc2)c(=O)[nH]c1=O	-0.9	0.0	-3	-3	4	2	2	-12	-9
CN(C)CCCNC(=O)CCC1CCCCC1	-2.9	0.1	1	-1	3	-2	8	18	-1
CCCC(C)NC(=O)Cc1ccccc1[N+](=O)[O-] (stereo not given)	0.1	0.1	0	-1	-3	-8	-6	-5	-4
O=C(c1ccc(Cl)s1)N1CCN(c2ccccc2)CC1	1.9	0.3	4	-7	-4	5	-1	3	9
S=C(Nc1cccc(Cl)c1)Nc1ccccc1Oc1ccccc1	2.4	0.1	0	0	2	10	-2	8	5
O=C(c1ccc(F)cc1F)N1CCC(N2CCC(C(=O)N3CCOCC3)CC2)CC1	-2.4	0.1	4	-3	1	-2	-1	-1	1
O=[N+]([O-])c1ccc(NC(=S)NCc2ccc(F)cc2)cc1	5.1	0.2	-3	5	5	2	-6	0	18
Cc1ccccc1NC(=S)N(Cc1ccccn1)Cc1ccccc1Cl	0.3	-0.2	4	-2	6	1	0	-1	8
CCCn1c(C2CCCN2c2nc(-c3cccc(Br)c3)cs2)nc2cc(Cl)c(Cl)cc21 (stereo not given)	4.3	0.2	-1	4	-2	-6	5	12	-4
Cc1ccc2[nH]c(=O)c(C(c3nnnn3CC3CCCO3)N3CCc4ccccc4C3)cc2c1 (stereo not given)	-1.2	0.2	0	-1	2	0	18	-8	0
Cc1nonc1CC(=O)N1CCCC(C(=O)c2ccc(Cl)cc2)C1 (stereo not given)	0.9	-0.1	-1	0	-9	-2	-2	-4	1
CC(=O)NC1(C(F)(F)F)NC(=O)N(CCc2ccccc2)C1=O (stereo not given)	-3.2	-0.1	-4	2	0	0	3	10	-3
CC1CN(Cc2cc(=O)n3ccsc3n2)CC(C)O1 (stereo not given)	1.6	-0.1	-3	-2	-3	-4	4	-6	3

Fetched by structure from the entries so far (5):
SMILES	PP5 inh	Efflux pump inh	TPT1 inh	PP1 counter	Fh CTSL1 inh	HCV core dimer	EBNA-1 inhibitor	ZTA counter	PREPL inhibitor
NC(=O)C1=C[C@@H](c2ccc(Br)cc2)C[C@@H](OCc2ccc(CO)cc2)O1	0.8	-0.1	-2	-3	0	11	1	-5	18
CC(=O)NC1(C(F)(F)F)NC(=O)N(CCc2ccccc2)C1=O (stereo not given)	-3.2	-0.1	-4	2	0	0	3	10	-3
CCCn1c(C2CCCN2c2nc(-c3cccc(Br)c3)cs2)nc2cc(Cl)c(Cl)cc21 (stereo not given)	4.3	0.2	-1	4	-2	-6	5	12	-4
S=C(Nc1cccc(Cl)c1)Nc1ccccc1Oc1ccccc1	2.4	0.1	0	0	2	10	-2	8	5
CCCC(C)NC(=O)Cc1ccccc1[N+](=O)[O-] (stereo not given)	0.1	0.1	0	-1	-3	-8	-6	-5	-4

(list continues)
SMILES	PP5 inh	Efflux pump inh	TPT1 inh	PP1 counter	Fh CTSL1 inh	HCV core dimer	EBNA-1 inhibitor	ZTA counter	PREPL inhibitor
COc1ccc(C2(C(=O)Nc3nncs3)CCCC2)cc1	7.1	0.0	0	-2	5	-1	21	-1	14
c1nc(N2CCN(Cc3ccc4c(c3)OCO4)CC2)c2[nH]cnc2n1	2.2	-0.1	0	1	-1	1	1	12	3
Cc1[nH]nc2c1C(c1ccc(F)cc1)C(C#N)=C(N)O2 (stereo not given)	2.1	0.0	1	0	-1	-10	-3	-17	-17
O=C(CN1C(=O)C2CCCCC2C1=O)Nc1cc(C(F)(F)F)ccc1N1CCCC1 (stereo not given)	2.3	0.0	-3	-4	1	0	-9	5	6
COc1ccc(C(=O)N2CCOCC2)cc1S(=O)(=O)N1CCCc2ccccc21	-2.5	-0.1	-1	1	-2	2	-13	-1	-1
COc1ccccc1NC(=O)COC(=O)c1ccc2c(c1)OCCO2	0.2	-0.2	nt	0	nt	nt	nt	4	3
O=C(COC(=O)c1ccc(S(=O)(=O)C(F)F)cc1)Nc1cccnc1Cl	-0.7	0.3	0	-1	3	2	-1	0	8
Cc1ccc(C)c(OCCn2cc(/C=C(\C#N)C(=O)NCc3ccco3)c3ccccc32)c1	0.2	0.3	3	-1	-4	-2	9	14	-6
CC(C)OCCCNC(=O)c1c(N)n(/N=C/c2ccccn2)c2nc3ccccc3nc12	1.5	0.3	0	-1	-1	-2	5	-26	-1
O=C(COc1c(Cl)cccc1Cl)Nc1ccccc1N1CCCC1	2.5	0.1	1	1	1	2	1	-7	8
C=CCN1C(=O)/C(=C\c2ccc(Oc3nc(N4CCOCC4)nc(N4CCOCC4)n3)c(OC)c2)SC1=S	0.6	-0.1	0	2	0	0	4	-14	18
CCOC(=O)N1CCN(c2cc(C)c([N+](=O)[O-])cc2F)CC1	1.6	0.0	-2	0	-1	-1	5	-6	18
Cc1ccc(C(=O)CN2C(=O)NC3(CCCCC3C)C2=O)s1 (stereo not given)	2.6	0.1	nt	-2	nt	nt	nt	9	3
S=C(Nc1ccccc1)NC1CCN(Cc2ccccc2)CC1	0.6	0.1	0	-3	0	-3	-3	-2	3
CC(C)=CC(=O)N1CCCC(N2CCN(c3ccccc3C)CC2)C1 (stereo not given)	2.2	0.0	-2	2	-7	2	4	14	7
S=C(Nc1ccccc1Oc1ccccc1)NC1CCCC1	-0.5	0.2	-3	-1	-1	6	7	-6	-3
COc1cccc(C(=O)NC(=S)Nc2ccc(N3CCCC3)cc2)c1	0.0	0.0	3	7	4	7	-1	7	14
C=CCSc1nnc(CNC(=O)c2ccccc2C)n1C(C)C	-1.0	0.0	3	-2	1	7	11	7	3
Cc1cc(C)cc(OC(=O)CN2C(=O)c3ccccc3C2=O)c1	0.2	-0.1	-3	-2	-10	7	3	10	6
COc1cc(OC)c(-c2nc3cnccc3n2C)cc1OC	1.5	-0.4	-3	-1	-1	-2	3	-9	11
O=C(Nc1ccc(N2CCN(C(=O)c3ccco3)CC2)cc1)c1ccco1	1.2	0.0	-3	1	0	1	2	6	14
O=C(O)/C(=C\c1cccs1)c1ccc(F)cc1	1.3	0.0	0	-4	0	-2	3	-2	-4
COc1ccc(-n2nc(C(=O)NCC(=O)N3CCOCC3)c3ccccc3c2=O)cc1Cl	2.1	0.1	-2	1	0	-2	8	7	2
Cc1c(NC(=O)CSc2cccc3cccnc23)c(=O)n(-c2ccccc2)n1C	1.4	0.0	0	1	3	-2	0	-5	2
CCOCCCNC(=O)c1ccc2c(c1)OCO2	-0.2	0.1	-2	-4	7	-1	0	12	10
SMILES	PP5 inh	Efflux pump inh	TPT1 inh	PP1 counter	Fh CTSL1 inh	HCV core dimer	EBNA-1 inhibitor	ZTA counter	PREPL inhibitor
Nc1nc(Cl)cc(-c2ccccc2)n1	1.1	0.2	-2	-4	2	-11	-1	2	0
Cc1ccc(N2CC(C(=O)Nc3ccc(S(=O)(=O)N4CCOCC4)cc3)CC2=O)cc1Cl (stereo not given)	3.2	-0.2	-1	-3	2	3	8	15	7
O=C(NCCN1CCOCC1)c1cc(Cl)ccc1[N+](=O)[O-]	0.6	0.1	1	0	1	-8	-8	7	8
Nc1[nH]ncc1C(=O)Nc1cccc(C(F)(F)F)c1	2.1	0.0	-5	-1	1	1	-2	-19	9
C=CCNC(=O)CSc1ccc(Cl)cc1	1.2	0.0	-1	-3	2	-4	-6	7	14
O=C(CSc1nc2ncc(Cl)cc2[nH]1)c1ccc2c(c1)OCO2	2.1	0.0	-1	-2	1	4	4	1	-2
Cc1cccn2cc(-c3cc4ccccc4oc3=O)nc12	3.2	-0.1	2	1	-1	0	-13	-12	5
O=C(Nc1ccccc1)c1nc[nH]c1C(=O)N1CCN(c2ccccc2)CC1	1.7	-0.1	nt	0	nt	nt	nt	-8	33
Cc1ccc(/C=N/NC(=O)c2cccc(S(=O)(=O)N3CCOCC3)c2)o1	0.7	-0.3	-5	-1	2	-5	4	-1	-2
CCNc1nc(NCC)nc(N/N=C(\C)c2ccc(OC)cc2)n1	2.4	0.3	-1	-4	0	-3	-11	-10	10
CCN(CC)S(=O)(=O)c1ccc(-c2nnc3sc4cccc(C)c4n23)cc1	-2.1	-0.2	4	-4	3	13	-3	3	5
CCNc1nc(Oc2ccc(=O)n(C)n2)nc(N2CCOCC2)n1	3.0	0.1	-3	4	-4	-1	-16	7	-3
CCc1nnc(NC(=O)c2ccc3nc(CC)c(CC)nc3c2)s1	3.1	0.4	1	4	-1	3	-6	11	-10
COCc1ccc(C(=O)NC2CCSc3ccccc32)cc1 (stereo not given)	1.6	0.1	-2	2	-2	-1	0	-19	-1
COc1ccc(C)cc1NC(=O)CSc1nnnn1C1CCCC1	-10	0.2	-2	2	11	3	-7	3	2
CCNC(=S)Nc1ccc(OC(F)(F)F)cc1	1.6	-0.1	-2	1	-4	1	-6	-8	-12
Cc1c(-c2nc(N)nc(Nc3ccc(F)cc3)n2)oc2ccccc12	1.3	0.1	1	-1	3	1	0	3	11
Nc1nc(N)nc(-c2ccccc2)n1	1.7	0.1	-2	3	-1	-17	4	-10	12
COc1cc(NC(C)=O)ccc1-c1cc2ccccc2oc1=O	-0.8	0.1	1	-7	1	6	1	-4	1
CCc1ccc(N2CC(C(=O)Nc3ccc(C)c(S(=O)(=O)N4CCOCC4)c3)CC2=O)cc1 (stereo not given)	4.7	0.1	1	0	1	7	-23	5	3
O=C(COc1coc(CN2CCN(c3ccccc3F)CC2)cc1=O)NCC1CCCO1 (stereo not given)	-2.2	0.0	-1	-3	-2	-3	-2	2	12
O=C(CCCN1C(=O)c2cccc3cccc(c23)C1=O)NC1CCS(=O)(=O)C1 (stereo not given)	2.1	0.1	1	-2	2	5	-12	-2	3
OCC#CCSc1nnc(-c2ccc(Br)cc2)o1	1.4	-0.1	0	-3	-6	-1	1	9	-4

Screening data (PubChem BioAssay)
